ERG-DNA inh: blocks human ERG Ets domain binding to DNA; hit rate 0.028% among 370,000; AID 624246; Potency, µM (doses to about 76.9 µM), inactives show at the top dose FP activity, negative = inhibition, actives largely listed as inhibitors; P11308; fluorescence polarization, His-ERG Ets domain / labelled DNA; active = well fitted inhibition curve with a large enough effect in the polarisation, with a control signal flat; inconclusive = small, poorly fitted or top-dose-only effect, or effect the other way, or a change in a side signal; inactive = no such curve, though single readings can be large or run the other way; the % refers to the polarisation;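 also: polarization taken with two DNA probes labelled with fluorescein and Texas red; % of control where 0% means no effect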
Target sequence (P11308 whole entry, looked up, the tested form may be a part): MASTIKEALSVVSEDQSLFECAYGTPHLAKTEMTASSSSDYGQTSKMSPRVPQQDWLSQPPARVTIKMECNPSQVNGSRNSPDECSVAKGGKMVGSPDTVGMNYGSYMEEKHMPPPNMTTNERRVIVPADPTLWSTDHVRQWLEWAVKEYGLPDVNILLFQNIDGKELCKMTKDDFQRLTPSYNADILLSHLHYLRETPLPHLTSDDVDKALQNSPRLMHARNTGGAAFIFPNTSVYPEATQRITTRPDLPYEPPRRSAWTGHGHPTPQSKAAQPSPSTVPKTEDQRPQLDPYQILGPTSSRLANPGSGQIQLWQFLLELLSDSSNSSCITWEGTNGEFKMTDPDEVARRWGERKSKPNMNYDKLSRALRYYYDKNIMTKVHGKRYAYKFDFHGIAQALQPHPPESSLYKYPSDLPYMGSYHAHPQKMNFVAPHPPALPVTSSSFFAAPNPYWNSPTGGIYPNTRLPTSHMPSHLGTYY
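His-tagged ERG Ets domain (1 uM in the protein solution; 300mM KCl, 50mM Tris-HCl, 1mM EDTA, 1mM DTT, pH 7.5) received compound, then a probe mix of 5 nM fluorescein-DNA and 100nM Texas-615-DNA. Fluorescence polarization was read for both dyes.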
JMJD2A Tudor: JMJD2A Tudor domain (human) inhibition; O75164; AlphaScreen JMJD2A-Tudor / H3K4me3 peptide binding; Potency, µM (titrated, usually from 114 µM), inactives show at the highest dose activity change, negative = inhibition, actives largely listed as inhibitors; hit rate 4.4% among 390,000; also: % is scaled to controls: 0 for no effect and ±100 for the full control effect; nearly all actives have a fitted effect of over 50% in size
PGK inhibitor: inhibitors of T. brucei phosphoglycerate kinase; P07378; PGK/GAPDH coupled, Kinase-Glo luminescence, 60 min; Potency, µM (highest dose often 57.5 µM), without a hit: at the top dose activity change, negative = inhibition, actives largely listed as inhibitors; hit rate 0.043% among 380,000; AID 602233; also: % is scaled to controls: 0 for no effect and ±100 for the full control effect; nearly all actives have a fitted effect of over 60% in size
Target sequence (P07378 whole entry, looked up): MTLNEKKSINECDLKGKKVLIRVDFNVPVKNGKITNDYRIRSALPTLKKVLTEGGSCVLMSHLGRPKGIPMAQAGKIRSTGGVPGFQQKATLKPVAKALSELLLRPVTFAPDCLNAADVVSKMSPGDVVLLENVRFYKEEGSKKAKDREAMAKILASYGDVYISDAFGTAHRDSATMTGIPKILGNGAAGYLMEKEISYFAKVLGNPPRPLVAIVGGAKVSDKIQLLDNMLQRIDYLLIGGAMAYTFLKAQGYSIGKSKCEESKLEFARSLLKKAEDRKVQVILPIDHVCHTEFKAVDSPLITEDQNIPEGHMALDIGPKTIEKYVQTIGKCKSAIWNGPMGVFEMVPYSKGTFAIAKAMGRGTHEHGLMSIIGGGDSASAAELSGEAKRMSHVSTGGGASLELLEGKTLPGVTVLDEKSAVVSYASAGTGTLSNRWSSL
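Recombinant glycosomal PGK reaction used 1,3-bisphosphoglycerate generated in-well by GAPDH (100nM final) in 100mM TEA pH 7.6, 5mM MgCl2, 0.01% Tween-20. After 60 minutes at room temperature, ATP was read by Kinase-Glo Plus luminescence end-point.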
12-LOX inh: blocks human arachidonate 12S-lipoxygenase | P18054 | purified 12hLO, xylenol orange hydroperoxide absorbance | Potency, µM (doses to about 108 µM), inactives show top-dose activity change, negative = inhibition, actives largely listed as inhibitors | hit rate 1.1% among 580,000; also: % is scaled to controls: 0 for no effect and ±100 for the full control effect
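Purified human 12hLO at 150 nM in 25 mM Hepes, 0.01% Triton X-100, pH 7.0, preincubated 15 min at room temperature with compound. Reaction started with 40 uM arachidonic acid, 30 min at room temperature. Hydroperoxide measured by Fe-xylenol orange, 573/405 nm absorbance ratio.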
GLS inhibitor: blocks human kidney-isoform glutaminase activity | O94925 | GLS enzymatic activity, qHTS titration | Potency, µM (highest dose often 45.5 µM), for inactives: at the highest dose activity change, negative = inhibition, actives largely listed as inhibitors | hit rate 0.21% among 410,000; also: % is scaled to controls: 0 for no effect and ±100 for the full control effect
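Coupled fluorescence readout: glutamate oxidase/HRP/Amplex Red detect glutamate formed by hKGA from L-glutamine (1 mM solution added). Buffer 45 mM KH2PO4 pH 8.2, 0.02% Tween-20; reads at t0 and 30 min RT.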
RGS4 inh: inhibitors of human regulator of G protein signaling 4 | P49798 | Transcreener GDP fluorescence polarization, RGS4-accelerated GTP hydrolysis | Potency, µM (highest dose often 114 µM), inactives show at the top dose activity change, negative = inhibition, actives largely listed as inhibitors | hit rate 0.039% among 390,000 | AID 504845; also: % is scaled to controls: 0 for no effect and ±100 for the full control effect; nearly all actives have a fitted effect of over 75% in size; some results filed as inactive show a strong effect at the top dose
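MLSMR compounds (23 nl, pin-transferred) preincubated 10 min at room temperature with a 500nM (2x) first reagent, then RGS4 at 900nM (2x) plus Transcreener GDP mix added; fluorescence polarization (620/688 nm) read before and after 90 min at 30 °C.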
rTrxR1 inhibitor: blocks rat thioredoxin reductase 1; hit rate 1% among 390,000; O89049; recombinant rTrxR1, NADPH fluorescence consumption, selenite substrate; Potency, µM (highest dose often 114 µM), for inactives: at the top dose activity change, negative = inhibition, actives largely listed as inhibitors; AID 588453; also: % is scaled to controls: 0 for no effect and ±100 for the full control effect; nearly all actives have a fitted effect of over 65% in size
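Rat TrxR1 (90 nM in the dispensed reagent) was pre-reduced with 400 uM NADPH for 5 min at room temperature, then incubated with compound for 15 min. After 400 uM selenite was added, NADPH fluorescence (Ex 340/Em 450 nm) was followed for 8 min.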
Pin1 inhibitor: blocks the human prolyl isomerase Pin1; AID 504891; Pin1 FP peptide displacement, HiFluor488, 10 min; hit rate 0.009% among 390,000; Potency, µM (highest dose often 115 µM), without a hit: at the highest dose activity, negative = inhibition, usual class: inhibitors; active = well fitted inhibition curve with a large enough effect in the polarisation, with a control signal flat, not every such curve was filed as active; inconclusive = small, poorly fitted or top-dose-only effect, or effect the other way, or a change in a side signal; inactive = no such curve, though single readings can be large or run the other way; the % refers to the polarisation; also: % is scaled to controls: 0 for no effect and ±100 for the full control effect
Target sequence (Q13526 whole entry, looked up): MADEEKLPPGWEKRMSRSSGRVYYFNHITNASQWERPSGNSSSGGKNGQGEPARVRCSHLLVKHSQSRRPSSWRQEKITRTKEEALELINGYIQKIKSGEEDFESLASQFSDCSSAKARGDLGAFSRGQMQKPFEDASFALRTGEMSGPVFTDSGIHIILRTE
HP1b chromo inh: blocks HP1-beta chromodomain binding to methylated histone tails; P83916; AlphaScreen HP1-beta / biotin-H3K9me3 peptide binding; Potency, µM (top dose mostly 114 µM), for the others: top-dose activity change, negative = inhibition, actives largely listed as inhibitors; hit rate 0.56% among 390,000; also: nearly all actives have a fitted effect of over 70% in size; inactives centre near 23
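Compound inhibition of the preformed complex between 50 nM HP1-beta and 50 nM biotinylated H3K9me3 peptide was read by AlphaScreen. Buffer was PBS pH 7.4 with 0.01% Tween-20. Incubations ran 30 min at room temperature, with 10 ug/mL donor/acceptor beads.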
The depositor's hits bear a star; i = inactive; ? = inconclusive; / = not tested or not shown; [ ] = remark or other dose. Unless noted, calls follow the shape of the dose curve; as a rule, active = well fitted curve in the direction sought with a large enough effect; inconclusive = small, poorly fitted or top-dose-only effect, or another doubt; inactive = no such curve, though single readings can be large; an effect the other way counts as inactive or inconclusive. Potency is read from the fitted curve at half-maximal effect.

SMILES | ERG-DNA inh | JMJD2A Tudor | PGK inhibitor | 12-LOX inh | GLS inhibitor | RGS4 inh | rTrxR1 inhibitor | Pin1 inhibitor | HP1b chromo inh
Cc1cccc(-c2noc(-c3ccc(F)cc3)n2)c1 | 0% | 16% | 8% | -23% | 9% | -5% | 15% | 2% | 43%
CC12CCC(=O)N1C(C(=O)OCC(=O)Nc1sccc1C#N)CS2 (stereo not given) | -7% | -22% | -1% | 0% | -7% | -20% | -20% | ? | 10%
CCCc1cc(=O)[nH]c(SCC(=O)Nc2ncc(S(=O)(=O)c3ccc([N+](=O)[O-])cc3)s2)n1 | -1% | 7% | -10% | -7% | 9% | -1% | 9% | 9% | 23%
CCCc1nc2oc3c(OC)ncnc3c2c2c1COC(C)(C)C2 | ? | -25% | -6% | -2% | 0% | -1% | 21% | -9% | 22%
Cc1ccc(NC(=O)C2CCCN(S(=O)(=O)c3cn(C(C)C)cn3)C2)c(C)c1 (stereo not given) | -3% | -18% | -4% | -7% | -12% | -5% | 5%[57.1 µM] | -2% | 27%
CCOC(=O)N1CCC(NC(=O)CC2C(=O)NCCN2Cc2ccc(C)cc2)CC1 (stereo not given) | -2% | -13% | -1% | -23% | -2% | -6% | ? | -5% | 27%
CCOC(=O)CC(=O)CSc1ccc2nnc(-c3ccc(C)cc3)n2n1 | 4% | -19% | -2% | -27% | 9% | -35% | 9%[57.1 µM] | 8% | 9%
CN1C(c2ccc(F)cc2)=CS/C1=C(/C#N)c1nnc(N2CCOCC2)n1-c1ccccc1 | 4% | -29% | i | -19% | 1% | ? | 3% | 7% | 32%
COc1cc(OC)cc(-c2nc(-c3ccc4c(c3)[nH]c(=O)n4C)no2)c1 | 0% | -3% | i | -20% | 3% | -2% | 12%[57.1 µM] | -2% | 24%[57 µM]
COc1ccc(C(=O)Oc2cccnc2)cc1 | -18% | -15% | -5% | 1% | -1% | 12% | 2%[57.1 µM] | -1% | 46%[activator]
Cc1cccc(Oc2nc3c(C)cccn3c(=O)c2/C=C(\C#N)c2nc3ccccc3[nH]2)c1 | 5% | -15% | -10% | -22% | 10% | -6% | 36%[57.1 µM] | ? | 20%
O=C1CCCC2=C1C1(CCCC1)N=C(Nc1nc3cc(-c4ccccc4)ccc3o1)N2 | / | ? | / | ? | -16% | / | / | -5% | /
COc1ccc(C(=O)NCC(=O)OCC(=O)N2CC(C)OC(C)C2)cc1OC (stereo not given) | -4% | -6% | 3% | 4% | 0% | -11% | -14%[11.4 µM] | 5% | 31%
CC(=O)N1Cc2ccccc2CC1C(=O)NCc1ccccc1F (stereo not given) | 3% | -15% | -5% | -5% | 0% | 20% | 8% | -5% | -4%
CN(C(=O)Cc1noc2ccccc12)c1ccccc1 | 0% | 7% | -8% | -10% | -8% | -3% | 0%[57.1 µM] | 1% | 13%

Only RGS4 inh and Pin1 inhibitor, for two of the compounds above:
Molecule	RGS4 inh	Pin1 inhibitor
CCCc1cc(=O)[nH]c(SCC(=O)Nc2ncc(S(=O)(=O)c3ccc([N+](=O)[O-])cc3)s2)n1	-1%	9%
Cc1cccc(Oc2nc3c(C)cccn3c(=O)c2/C=C(\C#N)c2nc3ccccc3[nH]2)c1	-6%	?

Continuation:
SMILES | ERG-DNA inh | JMJD2A Tudor | PGK inhibitor | 12-LOX inh | GLS inhibitor | RGS4 inh | rTrxR1 inhibitor | Pin1 inhibitor | HP1b chromo inh
Cc1cc(-c2nnc(SCC(=O)Nc3ccccc3Cl)n2C)no1 | 4% | 5% | -19% | 174%[activator] | -8% | -9% | 18%[57.1 µM] | -2% | 17%
CC1=C(C(=O)OC(C)C)C(c2ccc(C)o2)C(C(=O)OC(C)C)=C(C)N1 | 2% | -15% | 6% | 53%[activator] | 15% | 13% | -9%[57.1 µM] | ? | -3%
C/C(=N\NC(=O)c1ccc(F)cc1)c1cccc(NC(=O)c2ccco2)c1 | -3% | -7% | i | 418%[activator] | 6% | -13% | 9% | -1% | 28%
CCOC(=O)C1=C(CN2CCc3ccccc32)NC(=O)NC1c1cc(C)ccc1C (stereo not given) | 9% | -28% | i | ? | 7% | 8% | 23% | 0% | -1%
OCCN(Cc1ccccc1)CC1CCCCC1 | -4% | 22µM* | -6% | ? | 0% | -17% | 8%[57.1 µM] | ? | 14%
CCOC(=O)c1sc2nc(CC(=O)OC)nc(N3CCN(c4ccccn4)CC3)c2c1C | / | -12% | -6% | -3%[57.4 µM] | ? | -12% | 66%[activator] | 33%[activator] | 42%[activator]
COc1ccc(NC(=S)NCCN2CCOCC2)c(OC)c1 | 3% | 3% | -9% | -24% | 49%[activator] | -47% | -16% | 1% | 18%
COc1ccccc1CNC(=O)c1ccc(Cn2c(SCc3ccccc3)nc3cccnc32)cc1 | -2% | -10% | 4% | -13% | 9% | -3% | 24% | 32%[activator] | 31%
Cc1nn(CC(=O)NCCCN2CCCCC2C)c(=O)c2cccn12 (stereo not given) | 7% | -26% | -9% | -10% | 0% | 5%[11.4 µM] | -11% | -11% | 37%
O=C(O)c1cccc(CSc2nnc(COc3ccccc3)o2)c1 | -2% | -23% | -2% | -18% | 8% | -31% | 7%[57.1 µM] | 7% | 25%
COc1ccc(Cl)cc1NC(=O)NNC(=O)c1ccccn1 | -9% | -12% | -2% | 31%[activator] | 22% | 13% | 33% | -4% | 46%[activator]
O=C(NC1CCCC1)C1C2C=CC(C2)C1C(=O)N1CCOCC1 (stereo not given) | 2% | -6% | -7% | ? | 0% | 7% | 11%[57.1 µM] | -5% | 15%
O=C(NCc1ccncc1)Nc1ccc(F)cc1 | 24% | -6% | 0% | 11% | 7% | -13% | 14% | 8% | 25%
Cc1ccc2c(Cl)c(C(=O)Nc3ccc4c(c3)OCO4)sc2c1 | -3% | -7% | 2% | 3% | 1% | -3% | 1% | 6% | 24%
CSC1=C(C#N)C(CC(C)C)C2=C(CCCC2=O)N1 (stereo not given) | 8% | -9% | 2% | ? | 22% | -17% | 5%[57.1 µM] | -1% | 43%
CCCCCCNC(=O)c1cc(-c2ccco2)nc2ccccc12 | -3% | 20µM* | ? | ? | ? | ? | 3.5µM* | -30% | 22µM*
Cc1ccc(NC(=S)NC2CC3CCC(C2)N3Cc2ccco2)c(C)c1 (stereo not given) | / | -18% | i | -1% | 32%[activator] | 10% | ? | -3% | 3%
COc1c(C)cc(S(=O)(=O)NCCN2CCOCC2)c(C)c1C | -12% | -4% | -2% | 10% | -5% | 8% | 25% | -11% | 31%
COc1ccc(O)c(CN2CC3CCC(CC3)C2)c1 | -1% | -14% | -2% | ? | -36% | -24% | -11%[11.4 µM] | -9% | 18%
COC(=O)c1c(SC)nc2ccccc2c1OCc1ccc(C)cc1C | 10% | 126%[activator] | -6% | ? | -6% | -15% | 20%[57.1 µM] | 2% | 123%[activator]
O=c1[nH]c2ccccc2cc1-c1nnn(-c2ccc(Cl)c(Cl)c2)n1 | -18% | -8% | -10% | ? | 23% | -6% | 15% | -8% | 38%
COc1ccc(/C=C(\NC(=O)c2ccc(C)cc2)C(=O)Nc2c(C)n(C)n(-c3ccccc3)c2=O)cc1 | 12% | -10% | 1% | -2% | -1% | 7% | 8% | 1% | 25%
CC(=O)Nc1ccc(S(=O)(=O)NCC(=O)OCC(=O)Nc2sccc2C(N)=O)cc1 | 13% | -1% | -10% | -7% | 1% | 17% | 28% | 3% | 18%
Cc1ccc(N/C=C(\C2OC(=O)c3ccccc32)[N+](=O)[O-])c(C)c1 (stereo not given) | 13% | -21%[11.4 µM] | i | ? | 9% | -27% | -7%[57.1 µM] | / | ?
CC(C)NC(=O)CCn1c(SCc2c(F)cccc2Cl)nc2c(sc3ccccc32)c1=O | -1% | 1% | -1% | -23% | -11% | -9% | 17% | -1% | 35%
COc1ccccc1C1CC(=O)N(c2cccc(C(F)(F)F)c2)C2=C1C(=O)OC2 (stereo not given) | 0% | -13% | -1% | -21% | 8% | 11% | 10% | 1% | 20%

Part of the list above in order of number of heavy atoms, highest first.
SMILES | ERG-DNA inh | JMJD2A Tudor | PGK inhibitor | 12-LOX inh | GLS inhibitor | RGS4 inh | rTrxR1 inhibitor | Pin1 inhibitor | HP1b chromo inh
COc1ccccc1C1CC(=O)N(c2cccc(C(F)(F)F)c2)C2=C1C(=O)OC2 (stereo not given) | 0% | -13% | -1% | -21% | 8% | 11% | 10% | 1% | 20%
Cc1ccc(NC(=S)NC2CC3CCC(C2)N3Cc2ccco2)c(C)c1 (stereo not given) | / | -18% | i | -1% | 32%[activator] | 10% | ? | -3% | 3%
CCCCCCNC(=O)c1cc(-c2ccco2)nc2ccccc12 | -3% | 20µM* | ? | ? | ? | ? | 3.5µM* | -30% | 22µM*

Looked up by structure from the entries so far (two):
SMILES | ERG-DNA inh | JMJD2A Tudor | PGK inhibitor | 12-LOX inh | GLS inhibitor | RGS4 inh | rTrxR1 inhibitor | Pin1 inhibitor | HP1b chromo inh
CCCCCCNC(=O)c1cc(-c2ccco2)nc2ccccc12 | -3% | 20µM* | ? | ? | ? | ? | 3.5µM* | -30% | 22µM*
COc1ccc(O)c(CN2CC3CCC(CC3)C2)c1 | -1% | -14% | -2% | ? | -36% | -24% | -11%[11.4 µM] | -9% | 18%

Not all compounds are listed; the hit share may differ from the screen's.
